Screening data as filed in PubChem.
USP1-UAF1 inh: USP1/UAF1 (human) deubiquitinase inhibition | O94782 | recombinant USP1/UAF1, Ub-Rhodamine cleavage fluorescence | Potency, µM (titrated, usually from 57.1 µM), inactives show at the highest dose activity change, negative = inhibition, usual class: inhibitors | 0.23% of 390,000 active; further: potency means the concentration at half of the fitted maximal effect; on the % scale 0 is the no-effect control and ±100 the full control effect; nearly all actives have a fitted effect of over 60% in size; inactives centre near -12
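High-throughput fluorogenic screen: 1nM USP1/UAF1 complex, Ub-Rho substrate 150nM final, 50mM HEPES pH 7.8 with 0.5mM EDTA, 0.1 mg/ml BSA, 1mM TCEP and 0.01% Tween-20.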
D2 ag: activates the human D2 dopamine receptor. P14416. HEK293 T-REx D2 cells, calcium flux agonist mode. activation, % at 2 µM. 0.53% of 340,000 active;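 active means activation over 3 SD above normal in the single-dose calcium agonist read, cut at about 30% in these data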; further: 0% is about no effect
Target sequence (P14416 whole entry, looked up): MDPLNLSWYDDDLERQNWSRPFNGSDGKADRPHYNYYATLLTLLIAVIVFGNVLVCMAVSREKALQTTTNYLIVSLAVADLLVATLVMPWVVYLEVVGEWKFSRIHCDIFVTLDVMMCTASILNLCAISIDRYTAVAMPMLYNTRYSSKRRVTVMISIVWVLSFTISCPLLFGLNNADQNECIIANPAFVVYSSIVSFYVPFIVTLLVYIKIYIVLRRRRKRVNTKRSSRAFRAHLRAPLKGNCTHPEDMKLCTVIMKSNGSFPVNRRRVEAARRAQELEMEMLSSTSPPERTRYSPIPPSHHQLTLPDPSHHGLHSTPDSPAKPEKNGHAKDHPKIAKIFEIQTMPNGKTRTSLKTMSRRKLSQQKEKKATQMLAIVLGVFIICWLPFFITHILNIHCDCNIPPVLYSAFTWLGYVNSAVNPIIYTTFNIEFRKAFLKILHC
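Tetracycline-induced HEK293 Trex cells with D2 receptor force-coupled to calcium signaling, plated overnight at 30 C and loaded with no-wash calcium dye. Calcium flux read kinetically for 180 s after compound addition; responses flag agonists.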
Pin1 inhibitor: blocks the human prolyl isomerase Pin1; Q13526; Pin1 FP peptide displacement, HiFluor488, 10 min; Potency, µM (doses to about 115 µM), without a hit: at the highest dose activity, negative = inhibition, most hits filed as inhibitors; 0.009% of 390,000 active; active means well fitted inhibition curve with a large enough effect in the polarisation, with a control signal flat, not every such curve was filed as active; inconclusive means small, poorly fitted or top-dose-only effect, or effect the other way, or a change in a side signal; inactive means no such curve, though single readings can be large or run the other way; the % refers to the polarisation; further: potency means the concentration at half of the fitted maximal effect; on the % scale 0 is the no-effect control and ±100 the full control effect
Target sequence (Q13526 whole entry, looked up): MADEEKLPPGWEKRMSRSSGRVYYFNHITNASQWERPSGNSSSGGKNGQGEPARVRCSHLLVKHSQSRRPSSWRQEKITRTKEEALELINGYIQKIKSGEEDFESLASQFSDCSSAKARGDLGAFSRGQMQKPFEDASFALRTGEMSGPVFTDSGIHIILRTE
IDH1 R132H inh: inhibitors of human mutant IDH1 R132H; O75874; IDH1-R132H enzyme, NADPH consumption, diaphorase/resazurin fluorescence; Potency, µM (titrated, usually from 76.6 µM), for inactives: top-dose activity change, negative = inhibition, usual class: inhibitors; 0.093% of 390,000 active; AID 602179; further: potency means the concentration at half of the fitted maximal effect; on the % scale 0 is the no-effect control and ±100 the full control effect; nearly all actives have a fitted effect of over 65% in size
Target sequence (O75874 whole entry R132H, stated change not applied): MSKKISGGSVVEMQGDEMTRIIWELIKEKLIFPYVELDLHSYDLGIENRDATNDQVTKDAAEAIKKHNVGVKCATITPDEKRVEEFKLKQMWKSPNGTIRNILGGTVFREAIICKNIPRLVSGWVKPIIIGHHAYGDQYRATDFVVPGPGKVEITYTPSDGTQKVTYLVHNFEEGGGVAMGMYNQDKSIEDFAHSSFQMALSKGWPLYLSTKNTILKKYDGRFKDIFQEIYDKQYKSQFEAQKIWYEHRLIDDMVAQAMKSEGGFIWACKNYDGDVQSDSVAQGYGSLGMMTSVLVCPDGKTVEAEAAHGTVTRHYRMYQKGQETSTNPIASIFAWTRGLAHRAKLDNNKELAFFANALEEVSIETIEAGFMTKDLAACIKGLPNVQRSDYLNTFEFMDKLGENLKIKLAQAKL
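IDH1-R132H (0.5 ug/mL) preincubated 30 min with compound, then NADPH (0.016 mM) and alpha-KG (2 mM) added; 80 min at RT, pH 7.5. Remaining NADPH coupled via diaphorase/resazurin to fluorescence (540/590 nm); concentration-response curves normalized to no-enzyme control.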
TrxR1 substrate: is turned over as a substrate by rat TrxR1. purified TrxR1 substrate turnover, NADPH consumption readout. Potency, µM (highest dose often 114 µM), for the others: top-dose activity change, negative = substrate turnover. 0.01% of 390,000 active; further: potency means the concentration at half of the fitted maximal effect; on the % scale 0 is the no-effect control and ±100 the full control effect; nearly all actives have a fitted effect of over 50% in size
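Rat TrxR1, dispensed at 90 nM, was prereduced with 400 uM NADPH (final) for 5 min at ~22 deg C, then incubated with compound 15 min before 400 uM selenite. A first-read NADPH fluorescence drop versus no-compound background flagged substrates.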
TrxR1 inh: rat TrxR1 inhibition. Potency, µM (doses to about 114 µM), for the others: at the top dose activity change, negative = inhibition, hits mostly inhibitors. AID 588453. O89049. recombinant rTrxR1, NADPH fluorescence consumption, selenite substrate. 1% of 390,000 active; further: potency means the concentration at half of the fitted maximal effect; on the % scale 0 is the no-effect control and ±100 the full control effect; nearly all actives have a fitted effect of over 65% in size
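Rat TrxR1 (90 nM in the dispensed reagent) was pre-reduced with 400 uM NADPH for 5 min at room temperature, then incubated with compound for 15 min. After 400 uM selenite was added, NADPH fluorescence (Ex 340/Em 450 nm) was followed for 8 min.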
D2 antag: antagonists of human D2 dopamine receptor; P14416; 2% of 340,000 active; inhibition, % at 10 µM; AID 485344; HEK293 TREx D2 cells, calcium flux, dopamine EC80; in the data active means inhibition above about 30%; further: 0% is about no effect
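Measurement of antagonist activity uses fluorescent calcium dye in inducible HEK293 T-REx D2 cells: 10 s baseline, compound addition with 180 s read, EC80 dopamine addition with a further 180 s read.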
TRHR ag: TRH receptor (human) agonism. P34981. TRHR cells, calcium flux fluo-8, FDSS agonist mode. activation, % at 2 µM. 0.18% of 360,000 active; in the data active means activation above about 30%; further: 0% is about no effect
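Read-out: compound-evoked intracellular calcium rise in TRHR cells, fluo-8 dye, kinetic FDSS fluorescence at 1 s/cycle following a 10-cycle baseline. Cells cultured overnight before dye loading (30 min–1.5 h, RT).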
TRHR enhancer: TRH receptor (human) allosteric enhancement; P34981; TRHR cells, fluo-8 calcium fluorescence, EC20 TRH enhancement; enhancement, % at 2 µM; 0.66% of 360,000 active; in the data active means enhancement above about 30%; further: 0% is about no effect
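TRHR-expressing cells loaded with fluo-8 calcium dye were read kinetically (ex 480/em 530) during compound addition, then stimulated with an EC20 of TRH (10 nM final). Enhancement of the Gq-mediated intracellular calcium response was scored.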
An asterisk follows results filed as active; ? = inconclusive; . = no result given; & = joins results of further samples; [ ] = another dose, or the depositor's remark. Unless noted, the call rests on the fitted dose curve; in most records, active means well fitted inhibition curve with a large enough effect; inconclusive means small, poorly fitted or top-dose-only effect; inactive means no such curve, though single readings can be large or run the other way.

SMILES	USP1-UAF1 inh	D2 ag	Pin1 inhibitor	IDH1 R132H inh	TrxR1 substrate	TrxR1 inh	D2 antag	TRHR ag	TRHR enhancer
Cc1nnc(N2C(=O)C(=O)/C(=C(/O)c3ccc4c(c3)OCCO4)C2c2ccc([N+](=O)[O-])cc2)s1 (stereo not given)	.	0.4	.	.	.	.	27	0.5	-3
O=C(NC1CCCCC1)c1ccc(-n2cnnn2)cc1	-15%	0.3	-5%	0%	2%	25%	14	0.3	-1
COC(=O)c1ccccc1NC(=O)CSc1ccccc1	-25%	-2.8	-8%	11%	1%	14%	14	-2.3	3
CCOc1cc(C2NN=C(c3ccc(C)cc3)S2)ccc1O (stereo not given)	-20%	-2.0	-4%	7%	8%	?	7	-0.2	-3
Cc1cc(Br)cc(C)c1NC(=O)c1ccc(C#N)cc1F	-15%	0.7	4%	13%	-2%	18%	-3	-0.1	5
CCn1c(SCC(=O)NCCOC)nc2sc(C)c(C)c2c1=O	.	-0.2	.	.	.	.	13	-1.1	4
Clc1ccc(Cn2ccc3ccccc32)cn1	-17%	0.1	0%&2%	-7%	5%&-4%	14%&-3%	-24	-0.3	-2
CC(NC(=O)c1cc(-c2ccccc2)on1)c1ccccc1 (stereo not given)	-10%	-0.4	-7%	11%	1%	16%	12	7.6	-2
Cc1ccc(Cl)c(OCC(=O)NN2CCN(C)CC2)c1	-6%	0.5	-11%	-10%	-1%	13%	23	0.1	2
COc1ccc(N2CCOCC2)c(NC(=O)c2cccc3ccccc23)c1	-21%	-0.1	-1%	0%	-1%	23%	12	0.3	4
COc1ccc2nc(SCC(=O)Nc3ccccc3)[nH]c2c1	-17%	0.4	-9%	4%	6%	19%	-5	-0.6	1
Nc1nc(-c2ccc(Cl)cc2Cl)cn1N	-1%	0.4	-13%	-2%	3%	2%	10	0.1	-2
CC1CCCC(C)N1C(=O)C1CCCCC1 (stereo not given)	-13%	0.5	-1%	0%	-6%	-12%	7	0.4	6
COc1ccc(CNC(=O)C2CCCN(S(=O)(=O)c3c(C)nn(C)c3C)C2)cc1 (stereo not given)	-18%	0.4	-3%	15%	5%	18%	26	-0.1	-1
CCn1cc(S(=O)(=O)CC(=O)N2CCc3ccccc32)c2ccccc21	-21%	-2.5	-1%	6%	0%[57.1 µM]	10%[57.1 µM]	-2	-0.9	-1
c1ccc(C2=Nn3c(nnc3-c3ccccn3)SC2)cc1	-11%	0.2	-2%	11%	27%	-12%	-18	0.4	0
CC(C)c1ccc(NC(=O)CSc2nc3ccccc3nc2N2CCCC2)cc1	-15%	-0.2	23%	-10%	-3%[57.1 µM]	27%[57.1 µM]	10	0.7	-2
CCc1nnc(SCC(=O)Nc2ccc3c(c2)OCO3)n1CC	-16%	0.2	-1%	6%	1%	6%	3	0.2	-6
Cc1ccc(S(=O)(=O)N[C@H](C(=O)N2CCC(C(=O)N[C@@H](CC(=O)O)C(=O)O)CC2)C(C)C)cc1	-16%	.	-2%	2%	5%	0%	.	-0.1	12
COc1ccc(OCC(O)CNC(=O)c2ccccc2C(=O)O)cc1 (stereo not given)	-4%	-0.8	-1%	0%	-1%	5%	17	-0.7	-3

An excerpt from above in order of SMILES length, ascending:
SMILES	USP1-UAF1 inh	D2 ag	Pin1 inhibitor	IDH1 R132H inh	TrxR1 substrate	TrxR1 inh	D2 antag	TRHR ag	TRHR enhancer
COC(=O)c1ccccc1NC(=O)CSc1ccccc1	-25%	-2.8	-8%	11%	1%	14%	14	-2.3	3
CC(C)c1ccc(NC(=O)CSc2nc3ccccc3nc2N2CCCC2)cc1	-15%	-0.2	23%	-10%	-3%[57.1 µM]	27%[57.1 µM]	10	0.7	-2
COc1ccc(CNC(=O)C2CCCN(S(=O)(=O)c3c(C)nn(C)c3C)C2)cc1 (stereo not given)	-18%	0.4	-3%	15%	5%	18%	26	-0.1	-1

The listing picks up, repeating the two entries before the break.
SMILES	USP1-UAF1 inh	D2 ag	Pin1 inhibitor	IDH1 R132H inh	TrxR1 substrate	TrxR1 inh	D2 antag	TRHR ag	TRHR enhancer
Cc1ccc(S(=O)(=O)N[C@H](C(=O)N2CCC(C(=O)N[C@@H](CC(=O)O)C(=O)O)CC2)C(C)C)cc1	-16%	.	-2%	2%	5%	0%	.	-0.1	12
COc1ccc(OCC(O)CNC(=O)c2ccccc2C(=O)O)cc1 (stereo not given)	-4%	-0.8	-1%	0%	-1%	5%	17	-0.7	-3
COCCNC(=O)CN1C(=O)CCn2nc(-c3cn(C)c4ccccc34)cc21	1%	0.8	-1%	-6%	-1%[57.1 µM]	20%[57.1 µM]	.	0.5	0
Cc1ccc2nsnc2c1S(=O)(=O)Nc1cccc2nsnc12	-21%	0.2	-7%	9%	-1%	0%	-14	-2.4	0
O=C(NC(=S)N1CCCC(C(F)(F)F)C1)c1ccc(F)cc1 (stereo not given)	-12%	0.6	-13%	-2%	-1%	-3%	7	-0.7	-2
Cn1c(=O)c2c(SCC(=O)N3CCCC3)nc(CC(C)(C)C)nc2n(C)c1=O	-16%	-0.3	-2%	10%	2%	22%	-5	-0.2	-7
COc1ccc(Cl)cc1S(=O)(=O)N(C)CC(=O)N1CCOCC1	-8%	0.0	-5%	-6%	-4%	2%	-9	0.0	5
CC1CCCCN1CCCNC(=O)c1sc2ncccc2c1-n1cccc1 (stereo not given)	-34%	0.2	-2%	20%	7%[57.1 µM]	21%[57.1 µM]	.	0.1	0
O=C(c1ccccc1)c1ncc[nH]1	-21%	0.5	-12%	3%	0%	13%	-5	-1.4	-3
CCOC(=O)c1c(NC(=O)c2cccs2)sc2c1CCCC2	-9%	0.9	-4%	13%	53%[activator]	6%[57.1 µM]	3	0.0	-2
COC(=O)c1c(NC(=O)CCCOc2cccc(C)c2)sc2c1C(C(=O)OC)CC2 (stereo not given)	-31%	-1.1	2%	3%	0%	13%	.	-0.3	-4
Cc1cccc(OC(C)C(=O)Nc2ccc(S(=O)(=O)N3CCCC3)cc2)c1 (stereo not given)	-14%	0.8	17%	-2%	-1%	18%	3	-0.2	7
CCOC(=O)c1sc2cc([N+](=O)[O-])cc(SCC(C)C)c2c1N	-30%	12	?	0%	3%	9%	0	14	-1
CCOc1cccc(C2Nc3ccccc3-c3cc(C)nn32)c1O (stereo not given)	-4%	-0.1	?	-1%	0%	-6%	.	-0.6	8
CC(C)Nc1nc(NC(C)C)nc(Oc2ccc(/C=N/O)cc2)n1	-6%	-0.8	-7%	1%	17%	48%	-7	-0.4	2
C/C(Cl)=C\COc1cc(C)nc2c(Br)cccc12	-12%	0.0	-3%	18%	-5%[57.1 µM]	2%[57.1 µM]	4	-0.8	-4
Cc1ccc(OCC(=O)OCC(=O)c2ccccc2)cc1C	-24%	-0.4	-1%	0%	-1%	25%	13	1.2	-12
Cc1noc(C)c1CCC(=O)Nc1c(C(C)C)cccc1C(C)C	6%	0.2	-11%	5%	-4%	5%	-8	0.6	-1
Cc1csc(=N)n1-c1ccc(Cl)cc1	?	-0.9	9%	16%	8%	13%	-4	-0.5	18
C=CCn1c(=N)c(C(=O)OCC)cc2c(=O)n3cc(C)ccc3nc21	.	0.2	.	.	.	.	6	1.0	3
O=C(C1CCN(S(=O)(=O)c2cccc3cccnc23)CC1)N1CCn2c1nc1ccccc12	-15%	0.8	-1%	-1%	-2%	16%	-23	-0.6	28
O=C(CSc1nnnn1Cc1ccccc1)c1ccccc1	2%	-1.9	5%	7%	4%[57.1 µM]	6%[57.1 µM]	3	-0.9	0
O=C(NCC1CCCCC1)c1cc(Br)ccc1Cl	9%	-1.0	1%	18%	1%	0%	-6	0.5	-3
O=c1[nH]c(C(F)(F)C(F)(F)C(F)(F)F)no1	-10%	.	2%	-2%	-8%	-7%	.	.	.
COc1cc(/C=N/N(c2ccccc2)c2ccccc2)ccc1O	-6%	.	?	-8%	-1%[57.1 µM]	2%[57.1 µM]	.	-0.3	1
Cn1c(Cn2c(=O)sc3ccccc32)nnc1SCC(=O)Nc1cccc(F)c1	-18%	-0.3	4%	0%	5%	30%	7	-1.0	-9
CC(NCc1ccc(S(N)(=O)=O)cc1)C(=O)N1CCc2ccccc21 (stereo not given)	-9%	-0.1	-4%	-1%	0%	23%	-11	-0.2	3
NC(=O)CSc1nnc(-c2ccccn2)n1N	-23%	0.8	-1%	0%	-1%	20%	7	-0.6	1
CSc1ccc(CN(C)C(=O)CSCC(=O)Nc2ccc(C)cc2)cc1	-25%	.	-1%	7%	-11%	-11%	.	0.3	-1
CCOc1ccc(-c2csc3ncn(-c4ccc(OC)cc4)c(=O)c23)cc1	?	0.2	5%	3%	5%[57.1 µM]	9%[57.1 µM]	-2	-1.9	44*
COc1ccc(OC)c(S(=O)(=O)NCc2ccc3c(c2)CCN3C(=O)c2cccc(C)c2)c1	-26%	-0.9	8%	-8%	6%[57.1 µM]	27%[57.1 µM]	.	-0.9	2
COc1ccc(CN(C)C(C)C(=O)Nc2ccc(S(=O)(=O)N3CCCC3)cc2)c(OC)c1OC (stereo not given)	.	-3.6	.	.	.	.	-27	0.0	2
COc1ccc(N(C)C(=O)Nc2ccc3nsnc3c2)cc1	-18%	0.5	?	12%	0%	23%	2	1.0	2
O=C(CCCN1C(=O)/C(=C\c2cccs2)SC1=S)Nc1ccc(O)cc1	-25%	-0.4	11%	5%	1%[57.1 µM]	13%[57.1 µM]	6	0.3	3
CSCCC(NC(=O)/C(=C/c1ccc(F)cc1)NC(C)=O)C(=O)O (stereo not given)	-8%	1.6	-3%	5%	-5%	24%[57.1 µM]	-17	0.3	-2
COc1ccc(C2C(C(=O)c3ccco3)=C(O)C(=O)N2CCN2CCOCC2)c(OC)c1 (stereo not given)	-13%	1.2	-6%	12%	-8%[57.1 µM]	-22%[57.1 µM]	-2	-1.8	-6
CCOC(=O)C(Cc1ccc(O)cc1)NC(=O)CCc1c[nH]c2ccccc12 (stereo not given)	-21%	1.7	2%	-7%	-4%	9%	-36	2.8	7
Cc1cccc(N2CCN(C(=O)CCS(=O)(=O)c3ccc4c(c3)NC(=O)CO4)CC2)c1C	-21%	0.1	2%	-2%	3%[57.1 µM]	-1%[57.1 µM]	-1	-0.6	5

An excerpt; count on the stated rates, not on these rows.
